Screens deposited in PubChem by The Scripps Research Institute Molecular Screening Center.
DDE Tn6 FP inh – DD(E)-Tn6 binding inhibition, primary FP screen; P02675; Fibrin DD(E) TRITC-Tn6 fluorescence polarization displacement; inhibition, % at 8.3 µM; 370,000 compounds, 0.21% hits; AID 720509;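 active = inhibition above a per-campaign cutoff: mean of compounds within control limits plus 3 SD, cut at about 15% in these data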;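 note: 0% = median of all compound wells on the plate and 100% = blocking peptide control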
proKLK7 act – activates the human kallikrein-7 zymogen | AID 652039 | purified proKLK7, EDANS-DABCYL substrate fluorescence; 100% is mature enzyme control, 0% vehicle | activation, % at 7 µM | P49862 | 370,000 compounds, 0.9% hits;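 active = activation above the mean of all tested compounds plus 3 SD, computed per campaign excluding outliers beyond control limits, cut at about 13% in these data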
LEDGF integ inh – blocks HIV-1 LEDGF/p75-dependent DNA integration. TR-FRET IN-LEDGF/p75 DNA integration, Eu/Cy5. inhibition, % at 3.7 µM. 370,000 compounds, 0.64% hits;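 active = inhibition above the screen-wide mean plus 3 SD, cut at about 13% in these data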;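 note: signal is the Cy5 over europium emission ratio at 671 and 618 nm; 0% = plate median of compound wells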
ARFGAP1 inhibitor – inhibits rat ARF GTPase activating protein 1; inhibition, % at 16.5 µM; 360,000 compounds, 0.26% hits; Arfgap1-stimulated ARF1 GTP hydrolysis, GDP FP detection;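 active = inhibition above a per-plate limit, mean inhibition of low control wells plus 3 SD, cut at about 25% in these data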;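 note: 0% = DMSO wells with enzyme and 100% = wells lacking Arfgap1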
Target sequence (Q62848 1-136 limits assumed): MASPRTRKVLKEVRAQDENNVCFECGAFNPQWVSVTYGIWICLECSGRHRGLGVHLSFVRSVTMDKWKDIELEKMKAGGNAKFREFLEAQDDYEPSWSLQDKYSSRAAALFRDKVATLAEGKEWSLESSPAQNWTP
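Replicates: Single well per compound | Assay system: Truncated rat Arfgap1 GAP domain | Control set: No-Arfgap1 wells (100%) versus DMSO full-reaction wells (0%) | Times: Enzyme reaction 120 min at 25 °C after 20 min preincubation | Reagent: Human ARF1(Δ1-17)-GTP substrate | Measured by: Tracer-displacement fluorescence polarization with EDTA stop, 620/688 nm | Measure: Percent inhibition of Arfgap1-stimulated GTP hydrolysis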
DDE Tn7 FP inh – inhibitors of Tn7 peptide binding to human fibrin DD(E); inhibition, % at 8.3 µM; 370,000 compounds, 0.13% hits; P02675; FP displacement of FITC-Tn7 peptide from fibrin DD(E); 0% = median of compound wells per plate; AID 720508;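 active = inhibition above the mean of compounds falling within the control limits plus 3 SD of them, cut at about 14% in these data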;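 note: 0% = plate median of compound wells and 100% = 10 µM Aha-Tn7 peptide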
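Also added: labelled Tn7 tracer, 0.1 µM; Assay system: human fibrin DD(E) protein; Amount: 2 µM fibrin DD(E); Schedule: 10 min compound pre-incubation, 3 h probe incubation at room temperature; Repeats: one replicate per compound; Read-out basis: percent inhibition; Measured by: fluorescence polarization of the labelled Tn7 tracer.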
ADAM17 inh – ADAM17 inhibition, QFRET primary screen; P78536; recombinant ADAM17, EDANS/DABCYL FRET peptide cleavage; inhibition, % at 6.95 µM; 370,000 compounds, 0.83% hits;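 active = inhibition above the mean of compounds lying between control limits plus 3 SD, set per campaign, cut at about 8.5% in these data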;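 note: 0% = DMSO-only wells as the low control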
ASAP1 inh – blocks human ASAP1-stimulated Arf1 GTP hydrolysis. Q9ULH1. GDP FP detection. inhibition, % at 16.5 µM. 360,000 compounds, 0.19% hits; in the data active = inhibition above about 25%;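 note: 0% = vehicle with enzyme and substrate and 100% = no enzyme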
Target sequence (Q9ULH1 325-724 limits assumed): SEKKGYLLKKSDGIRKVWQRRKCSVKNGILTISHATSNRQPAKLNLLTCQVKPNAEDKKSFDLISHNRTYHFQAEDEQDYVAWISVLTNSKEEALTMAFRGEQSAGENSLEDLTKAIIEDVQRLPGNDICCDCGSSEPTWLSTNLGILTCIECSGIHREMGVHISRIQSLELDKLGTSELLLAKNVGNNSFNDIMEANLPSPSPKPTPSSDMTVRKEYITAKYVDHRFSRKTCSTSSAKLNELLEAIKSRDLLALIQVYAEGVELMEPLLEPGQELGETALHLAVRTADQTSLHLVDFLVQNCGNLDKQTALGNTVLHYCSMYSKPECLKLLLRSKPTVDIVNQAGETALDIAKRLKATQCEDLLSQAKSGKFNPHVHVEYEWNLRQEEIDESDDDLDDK
ADAM10 inh – inhibitors of human ADAM10; recombinant ADAM10, EDANS/DABCYL FRET peptide cleavage, 3 h; 370,000 compounds, 0.62% hits; AID 720582; inhibition, % at 7 µM;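 active = inhibition above a per-campaign cutoff equal to the mean of compounds falling between control-based bounds plus 3 SD, cut at about 20% in these data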;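 note: 0% = DMSO wells while the 100% control is not disclosed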
Target sequence (O14672 214-748 limits assumed): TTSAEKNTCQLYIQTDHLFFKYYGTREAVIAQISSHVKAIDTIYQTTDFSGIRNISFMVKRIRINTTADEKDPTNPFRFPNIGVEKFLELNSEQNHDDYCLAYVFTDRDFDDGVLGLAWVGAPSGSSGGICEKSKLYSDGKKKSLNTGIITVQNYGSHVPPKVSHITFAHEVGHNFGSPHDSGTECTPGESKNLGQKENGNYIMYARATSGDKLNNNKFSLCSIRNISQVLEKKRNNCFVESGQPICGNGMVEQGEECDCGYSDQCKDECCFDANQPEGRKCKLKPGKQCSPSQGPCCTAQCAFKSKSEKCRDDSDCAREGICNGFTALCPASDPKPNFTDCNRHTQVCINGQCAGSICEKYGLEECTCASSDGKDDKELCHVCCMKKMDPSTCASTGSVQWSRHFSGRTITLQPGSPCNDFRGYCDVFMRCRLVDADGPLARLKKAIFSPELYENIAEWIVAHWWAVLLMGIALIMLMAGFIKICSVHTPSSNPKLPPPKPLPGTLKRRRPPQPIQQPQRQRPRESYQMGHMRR
PLCg1 inh – inhibitors of human phospholipase C gamma1; P19174; purified PLC-gamma1, fluorogenic substrate, fluorescence; inhibition, % at 12.2 µM; 370,000 compounds, 0.84% hits; AID 720700; in the data active = inhibition above about 9.5%
TDP2 absorb – TDP2 (human) inhibition, absorbance primary screen | O95551 | recombinant TDP2, T5PNP hydrolysis, p-nitrophenol absorbance 415 nm | inhibition, % at 12.8 µM | 370,000 compounds, 0.34% hits | AID 720702;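 active = inhibition above the mean of all tested compounds plus 3 SD, set per campaign, cut at about 25% in these data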;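 note: 0% = DMSO with enzyme and 100% = buffer with substrate but no TDP2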
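Test system: Human TDP2 enzyme | Reagent: 5 mM T5PNP | Compound dosing: 12.8 µM single point, 1% DMSO | Incubation: Enzyme reaction with compound for 2 h at 37 °C | Technique: p-Nitrophenol epi absorbance | Read-out: % inhibition relative to enzyme-containing and enzyme-free wells | Benchmarks: High control without enzyme, low control DMSO plus TDP2 | Replicates: Singlicate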
Numbers without * were called inactive.

The line under a structure holds: DDE Tn6 FP inh	proKLK7 act	LEDGF integ inh	ARFGAP1 inhibitor	DDE Tn7 FP inh	ADAM17 inh	ASAP1 inh	ADAM10 inh	PLCg1 inh	TDP2 absorb
COC(=O)c1ccc(COc2cc([N+](=O)[O-])cc3cccnc23)o1
→ -4	-0.5	3	5	-3	1	-10	8	-1	0
Cc1nnc2n(c1=O)C(CS(=O)(=O)c1ccc3ccccc3c1)CS2 (stereo not drawn)
→ -5	-0.1	-4	-2	1	-4	2	-9	-1	-6
O=C(N/N=C/c1ccccn1)c1ccc([N+](=O)[O-])cc1
→ 6	0.1	-5	-14	-1	-5	6	1	0	13
c1ccc(Cn2c(-c3cncs3)nc3ccccc32)cc1
→ 2	0.2	-1	0	0	-3	4	-5	-1	0
CC(C)OP(=O)(OC(C)C)C(C)NC(=O)Cc1ccccc1 (stereo not drawn)
→ 0	-0.1	8	2	-5	-1	0	-1	1	2
COC(=O)c1ccc(CSc2ncnc3c2oc2ccccc23)o1
→ 4	0.2	1	-10	5	0	-6	3	2	-5
O=C(c1ccc(Cl)cc1)N1CCC(O)(CSc2ccc(Cl)cc2)CC1
→ 4	0.5	2	2	1	0	-7	10	-3	0
Cc1nc2ccc(C(=O)NCCc3c[nH]c4ccccc34)cn2c1N(C)C(=O)CCc1ccccc1
→ -2	0.7	4	7	-6	6	16	2	1	-15
COC(=O)c1ccc(N2NC(=O)/C(=C/c3ccc(OC)c(OC)c3)C2=O)cc1
→ 3	0.0	1	7	-2	1	-2	11	-2	-17
CC(C)c1nnc(NC(=O)CCC(=O)Nc2ccc(F)cc2)s1
→ -2	0.0	0	-13	-4	-2	2	-5	1	-5
CCOc1cc(/C=N/NC(=O)C(=O)Nc2cc(Cl)ccc2C)ccc1O
→ 9	0.0	0	-1	3	2	-6	-5	-1	3
Cn1nnnc1SCC(=O)Nc1sccc1C(N)=O
→ -1	0.4	-5	12	-7	-5	7	-19	3	2
Cn1cnnc1SCC(=O)N1CCC(Cc2ccccc2)CC1
→ 3	-0.3	-4	-10	-3	-4	-7	-3	3	-2
NC(=O)c1ccsc1NC(=O)CCS(=O)(=O)c1ccc(F)cc1
→ 3	-0.3	-4	4	-4	-2	-9	-12	2	-1
Cc1nn(Cc2ccc(C(=O)N3CCN(C(=O)c4ccco4)CC3)o2)c(C)c1[N+](=O)[O-]
→ 3	0.2	-6	6	-1	-2	8	-7	-1	2
COC(=O)c1c(NC(=O)COC(=O)c2ccc(Cl)cc2[N+](=O)[O-])sc2c1CCCCC2
→ -2	0.1	4	2	-12	-1	1	0	0	-17
CC(C)NC(=O)c1csc([C@@H]2O[C@H](CO)[C@H](O)[C@H](O)[C@H]2O)n1
→ 1	0.0	2	3	5	-3	14	-9	-2	2
Cc1cc(=O)[nH]c(Sc2c(-c3ccccc3)c3ccccc3[nH]c2=O)n1
→ 8	0.3	1	-6	1	-16	-16	-31	-9	4
O=C(c1ccc(S(=O)(=O)N2CCCC2)cc1)N1CCN(c2cccc(Cl)c2)CC1
→ 9	0.1	-1	-13	-2	4	5	-3	-2	-3
O=C(O)c1ccc(-n2ccnc2)c([N+](=O)[O-])c1
→ -5	-0.2	0	-2	6	1	-6	-5	2	6
COc1ccccc1N(CC(=O)Nc1ccccc1C(=O)NC(C)C)S(C)(=O)=O
→ 4	0.2	-3	1	-2	-5	3	-8	2	-1
Clc1nc(NC2CCCCC2)c2cn[nH]c2n1
→ -10	-0.6	1	8	3	-12	-7	-47	-13	4
CSc1ccccc1C(=O)C1CCCN(C(=O)c2ccc(N3CCOCC3)cc2)C1 (stereo not drawn)
→ 3	0.1	5	-2	-5	0	-8	-2	0	6
COc1cccc(-c2ccc(SCc3ccccn3)nn2)c1
→ 5	0.1	0	11	0	1	-14	6	4	-6
CC(=O)c1ccc(Oc2ncnc3sccc23)c(CN2CCOCC2)c1
→ 3	-0.1	3	5	-3	1	-3	-8	-5	6
COc1ccc(S(=O)(=O)N2CCCCC2)cc1NC(=O)CCC(=O)N1CCC(c2ccccc2)=N1
→ -4	-0.8	4	2	-6	2	-9	0	2	-11
Cc1c(C(=O)N2CCC2)oc2ccc(Cl)cc12
→ 1	0.7	4	-15	0	-6	1	-7	-1	0
S=C(NCc1ccc2c(c1)OCO2)Nc1ccc2nsnc2c1
→ -2	2.3	-2	14	-6	2	-2	5	-43	11
CN(CC(=O)Nc1ccc(Cl)c(C(F)(F)F)c1)C(=O)c1cccc(N2C(=O)CCC2=O)c1
→ 11	-0.2	2	-13	-5	6	-9	9	4	-12
CC(=O)Nc1cccc(OCC(O)Cn2cnc3ccccc32)c1 (stereo not drawn)
→ -8	-0.4	0	6	-7	-2	-9	1	1	7
CC(C)(C)Nc1nc(C(N)=O)nc(N2CCOCC2)n1
→ -2	-0.2	5	5	-8	3	0	1	5	-11
CN(C)S(=O)(=O)c1cc(NC(=O)CN2CCN(c3ccc(O)cc3)CC2)ccc1Cl
→ -1	0.1	3	8	6	-2	-11	-3	-1	-6
Cc1cc2c(cc1C)C(c1ccccc1OC(C)C)CC(=O)N2 (stereo not drawn)
→ 2	-0.3	6	-3	-2	-1	3	-2	-1	-15
C/C(=N/OC(=O)c1c(-c2c(F)cccc2Cl)noc1C)c1cnccn1
→ -4	0.4	1	6	-12	0	2	3	2	-14
COc1cc(/C=C/C(=O)N(C)c2ccccc2C(=O)O)cc(OC)c1OC
→ 8	-0.1	2	2	1	-5	3	-12	-11	0
CCc1[nH]c(=O)c(C#N)c2c1CCCC2
→ -2	0.6	0	-1	6	-7	2	-5	1	6
COc1ccc(OC)c(N(CC(=O)Nc2cccnc2)S(=O)(=O)c2ccc(C)cc2)c1
→ 2	-0.4	6	7	1	1	4	6	4	-2
O=C(O)c1cscc1Cc1cccs1
→ -4	0.5	1	-3	-6	-4	17	-14	4	-4
NC(=O)CSc1nnc2n(N)c(=O)c3ccccc3n12
→ 6	0.1	9	5	3	5	1	5	2	-20
Cc1nn(C2CCS(=O)(=O)C2)c(Cl)c1/C=C/C(=O)OCC(=O)Nc1ccccc1OC(F)F (stereo not drawn)
→ 4	0.1	-5	-4	5	-2	-2	-2	0	-11
Cc1ccccc1OCC(=O)OCC(=O)Nc1ccc(S(N)(=O)=O)cc1
→ 4	0.0	0	-5	6	-1	2	5	1	6
COc1cccc(-c2nc(-c3ccc(NC(=O)c4ccncc4)cc3)no2)c1
→ -7	-0.2	-2	1	3	-1	12	2	-1	-1
COCCN(CCOC)c1nc(-c2ccc([N+](=O)[O-])cc2)nc2ccccc12
→ 5	-0.4	2	-7	-4	-4	-2	7	-2	-8
CCCCN(C(=O)Cc1cccc(F)c1)c1c(N)n(CCC)c(=O)[nH]c1=O
→ -6	0.0	0	6	0	-6	-4	-8	0	5
CC(CCc1ccccc1)NC(=O)c1cnc(Cl)c(Cl)c1 (stereo not drawn)
→ -2	0.2	2	-4	-6	2	3	4	3	-13

A run of entries from further up:
The line under a structure holds: DDE Tn6 FP inh	proKLK7 act	LEDGF integ inh	ARFGAP1 inhibitor	DDE Tn7 FP inh	ADAM17 inh	ASAP1 inh	ADAM10 inh	PLCg1 inh	TDP2 absorb
CN(C)S(=O)(=O)c1cc(NC(=O)CN2CCN(c3ccc(O)cc3)CC2)ccc1Cl
→ -1	0.1	3	8	6	-2	-11	-3	-1	-6
Cc1cc2c(cc1C)C(c1ccccc1OC(C)C)CC(=O)N2 (stereo not drawn)
→ 2	-0.3	6	-3	-2	-1	3	-2	-1	-15
C/C(=N/OC(=O)c1c(-c2c(F)cccc2Cl)noc1C)c1cnccn1
→ -4	0.4	1	6	-12	0	2	3	2	-14
COc1cc(/C=C/C(=O)N(C)c2ccccc2C(=O)O)cc(OC)c1OC
→ 8	-0.1	2	2	1	-5	3	-12	-11	0
CCc1[nH]c(=O)c(C#N)c2c1CCCC2
→ -2	0.6	0	-1	6	-7	2	-5	1	6
COc1ccc(OC)c(N(CC(=O)Nc2cccnc2)S(=O)(=O)c2ccc(C)cc2)c1
→ 2	-0.4	6	7	1	1	4	6	4	-2
O=C(O)c1cscc1Cc1cccs1
→ -4	0.5	1	-3	-6	-4	17	-14	4	-4
NC(=O)CSc1nnc2n(N)c(=O)c3ccccc3n12
→ 6	0.1	9	5	3	5	1	5	2	-20
Cc1nn(C2CCS(=O)(=O)C2)c(Cl)c1/C=C/C(=O)OCC(=O)Nc1ccccc1OC(F)F (stereo not drawn)
→ 4	0.1	-5	-4	5	-2	-2	-2	0	-11
Cc1ccccc1OCC(=O)OCC(=O)Nc1ccc(S(N)(=O)=O)cc1
→ 4	0.0	0	-5	6	-1	2	5	1	6
COc1cccc(-c2nc(-c3ccc(NC(=O)c4ccncc4)cc3)no2)c1
→ -7	-0.2	-2	1	3	-1	12	2	-1	-1
COCCN(CCOC)c1nc(-c2ccc([N+](=O)[O-])cc2)nc2ccccc12
→ 5	-0.4	2	-7	-4	-4	-2	7	-2	-8

Later entries:
The line under a structure holds: DDE Tn6 FP inh	proKLK7 act	LEDGF integ inh	ARFGAP1 inhibitor	DDE Tn7 FP inh	ADAM17 inh	ASAP1 inh	ADAM10 inh	PLCg1 inh	TDP2 absorb
COC(=O)C1=C(C)N(CCc2c[nH]c3ccccc23)C(=O)/C1=C\N(C)C
→ 4	0.2	10	8	-7	0	2	2	-7	0
COCCNC(=O)/C(C#N)=C1\N=C(NC(=O)c2cccs2)c2ccccc21
→ -4	0.4	-1	-10	3	-1	1	6	1	16
Cc1csc(NC(=O)c2ccc(OCC3CCCO3)cc2)n1 (stereo not drawn)
→ -9	0.1	1	-4	-3	-7	7	1	1	-21
Cc1cc(C)cc(-n2ccn(CC(=O)NCCc3ccccc3)c(=O)c2=O)c1
→ -1	0.4	0	3	-2	-4	2	-9	5	-10
c1ccc2cc(OCc3nc4ccccc4[nH]3)ccc2c1
→ 0	0.9	9	5	4	-2	-1	5	3	-2
O=C(NN1C(=O)NC2(CCCCC2)C1=O)c1cc(F)cc(F)c1
→ 8	0.9	-3	0	2	0	5	-9	-1	-3
COc1ccccc1Oc1ccc(S(=O)(=O)N2CCCCC2C)cc1 (stereo not drawn)
→ -4	0.6	-5	3	-1	0	-1	4	0	3
CCn1ccc(C(=O)NCCCN2CCCC2=O)n1
→ 2	1.0	6	-1	-4	-1	-3	0	0	-18
